Bim-Bcl-B: inhibitors of Bim-Bcl-B interaction, human. AID 951. inhibition, % at 10 µM. bead-based flow cytometry, Bim peptide-Bcl-B binding. actives 0.073% (n = 190,000). Q9HD36;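 also: 0% = tracer peptide without compound and 100% = reference inhibitor peptide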
GSH bead fluor: compound fluoresces at 488/530 nm on GSH beads | GSH beads flow cytometry, compound fluorescence 488/530 nm; active compounds read high | fluorescence (KMESF) at 10 µM | actives 0.25% (n = 190,000) | AID 1776; in the data active = fluorescence above about 89;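 also: glutathione beads carrying GST-tagged Bcl family fusion proteins plus one bare bead set; values are compound well signal with DMSO vehicle wells as background; inactives centre near 16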
Bim-Bcl-XL: human Bim-Bcl-XL interaction inhibition | Bim peptide-Bcl-XL binding, bead flow cytometry, fluorescence | inhibition, % at 10 µM | actives 0.04% (n = 190,000)
Target sequence (Q07817 whole entry, looked up): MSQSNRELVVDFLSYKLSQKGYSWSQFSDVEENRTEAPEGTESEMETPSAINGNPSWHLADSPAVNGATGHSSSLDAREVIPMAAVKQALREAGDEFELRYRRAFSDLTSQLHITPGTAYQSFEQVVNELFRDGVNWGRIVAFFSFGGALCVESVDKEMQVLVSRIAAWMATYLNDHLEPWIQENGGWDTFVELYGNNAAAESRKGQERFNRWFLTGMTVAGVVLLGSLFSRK
ABCB1 inh: blocks JC-1 efflux by human ABCB1 transporter; inhibition, % at 6.6 µM; AID 1326; actives 0.067% (n = 190,000); CCRF-Adr cells, flow cytometry; in the data active = inhibition above about 40%;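 also: 0% = vehicle and 100% = reference inhibitor; higher value means more JC-1 retained so stronger ABCB1 efflux block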
RGS4-Gao reg: human RGS4-Galphao interaction regulation. AID 1415. binding response (% of control), % at 10 µM. P09471. actives 0.33% (n = 220,000). Multiplexed bead flow cytometry, RGS4-Galphao binding; actives lie on both sides; in the data active = binding response below about 49% or above about 150%; inactive = in between;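 also: fluorescent Galphao activated with aluminum fluoride binding bead-coupled RGS4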
Target sequence (P09471 whole entry, looked up): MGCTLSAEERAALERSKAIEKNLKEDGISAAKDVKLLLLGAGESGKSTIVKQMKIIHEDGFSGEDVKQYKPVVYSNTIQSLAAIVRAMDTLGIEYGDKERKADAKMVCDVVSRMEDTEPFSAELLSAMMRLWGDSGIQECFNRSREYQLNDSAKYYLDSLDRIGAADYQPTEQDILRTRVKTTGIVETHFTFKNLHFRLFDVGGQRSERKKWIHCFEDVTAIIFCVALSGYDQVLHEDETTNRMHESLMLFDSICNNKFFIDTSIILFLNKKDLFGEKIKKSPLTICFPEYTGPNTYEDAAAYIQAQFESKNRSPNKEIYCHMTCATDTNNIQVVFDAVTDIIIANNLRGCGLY
Bcl-W Bim block: disrupts Bim peptide binding to human Bcl-W; Q92843; actives 0.02% (n = 190,000); inhibition, % at 10 µM; bead-based flow cytometry;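 also: 0% = bound tracer without compound and 100% = peptide blocker; higher means less fluorescent Bim peptide bound to Bcl-W beads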
Target sequence (Q92843 whole entry, looked up): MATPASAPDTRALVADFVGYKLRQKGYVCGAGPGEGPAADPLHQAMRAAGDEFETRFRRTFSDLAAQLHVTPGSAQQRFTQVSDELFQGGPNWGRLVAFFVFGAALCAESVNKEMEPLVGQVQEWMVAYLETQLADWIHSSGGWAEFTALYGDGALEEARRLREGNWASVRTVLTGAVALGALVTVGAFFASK
Bfl-1 Bim block: human Bim-Bfl-1 interaction inhibition. inhibition, % at 10 µM. Q16548. Bead-based flow cytometry, Bim-Bfl-1 binding inhibition. actives 0.12% (n = 190,000);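 also: 0% = wells without compound plus tracer and 100% = blocker peptide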
RGS7-Gao reg: modulates binding of RGS7 to human Galphao; P09471; Multiplexed bead flow cytometry; actives lie on both sides; binding response (% of control), % at 10 µM; actives 0.35% (n = 220,000); AID 1439; in the data active = binding response below about 49% or above about 150%; inconclusive = no clear call, values can overlap the other calls; inactive = in between;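 also: fluorescent Galphao held in activated GDP-AlF4 state binding bead-coupled RGS7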
Bcl-2 Bim block: disrupts Bim peptide binding to human Bcl-2 | P10415 | inhibition, % at 10 µM | actives 0.06% (n = 190,000) | AID 950 | Bead-based flow cytometry, Bim peptide-Bcl-2 binding; in the data active = inhibition above about 40%; inconclusive = no clear call, values can overlap the other calls;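 also: 0% = no compound wells with probe peptide and 100% = reference peptide inhibitor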
Target sequence (P10415 whole entry, looked up): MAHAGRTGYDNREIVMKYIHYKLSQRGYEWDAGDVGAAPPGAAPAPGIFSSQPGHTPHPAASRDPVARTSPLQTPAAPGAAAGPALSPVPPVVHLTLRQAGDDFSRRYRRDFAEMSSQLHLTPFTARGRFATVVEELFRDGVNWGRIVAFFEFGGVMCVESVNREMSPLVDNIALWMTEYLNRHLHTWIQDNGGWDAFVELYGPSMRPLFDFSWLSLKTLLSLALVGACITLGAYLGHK
Avidin bead fluor: compound fluoresces at 488/530 nm on avidin beads; compound fluorescence 488/530 nm, flow cytometry; active compounds read high; fluorescence (KMESF) at 10 µM; actives 0.38% (n = 220,000); in the data active = fluorescence above about 47; also: inactives centre near 10
ABCG2 inh: human ABCG2 inhibition, ABCB1 as counter-screen; Q9UNQ0; IgMXP3 cells, JC-1 efflux, flow cytometry; inhibition, % at 6.6 µM; actives 0.1% (n = 190,000);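 active = inhibition above 80%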;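 also: 0% = DMSO and 100% = nicardipine control wells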
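Test system: ABCG2 IgMXP3 and barcoded ABCB1 CCRF-Adr cell mix; Schedule: cells with compound and JC-1, 10 min at 25 °C, rotating, no wash; Technique: flow cytometry of retained JC-1 fluorescence; Measure: % inhibition of efflux relative to nicardipine and DMSO; Controls: nicardipine high and DMSO low controls.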
The depositor's hits bear a star; ? = inconclusive. Rule as the data show it, unless noted: active = inhibition above about 40%.

SMILES | Bim-Bcl-B | GSH bead fluor | Bim-Bcl-XL | ABCB1 inh | RGS4-Gao reg | Bcl-W Bim block | Bfl-1 Bim block | RGS7-Gao reg | Bcl-2 Bim block | Avidin bead fluor | ABCG2 inh
O=C(NCCCc1ccccc1)N1CCOCC1 | -3 | 10 | 0 | 0.1 | 100 | -1 | -6 | 97 | -8 | 10 | -1
Cc1c(-c2ccccc2)[n+](=O)c(-c2ccc(Cl)cc2)c(C)n1[O-] | -4 | 16 | -4 | 1.4 | 104 | 0 | -5 | 115 | -1 | 8 | 2
COC(=O)[C@@H]1CC[C@H](C)[C@@H](c2ccc(C)cc2)N1C(=O)c1ccc(/C=N/O[C@@H](C)c2cn([C@H](CO)Cc3ccccc3)nn2)cc1 | -4 | 18 | -1 | 42* | 102 | 0 | 1 | 100 | -1 | 13 | 44
O=C(CNS(=O)(=O)/C=C/c1ccccc1)OCC(=O)N1CCC(Cc2ccccc2)CC1 | -8 | 25 | -3 | 1.0 | 104 | 0 | -10 | 99 | -6 | 25 | 5
O=C(Cn1cnc2cc(Cl)ccc2c1=O)Nc1ccc2c(c1)OCO2 | -2 | 54 | -1 | 0.1 | 96 | -1 | -5 | 97 | -1 | 7 | 0
O=C(CSCc1ccc(F)cc1)NCc1cccs1 | 0 | 24 | -1 | 0.7 | 102 | 5 | -2 | 106 | -4 | 10 | 3
Cn1ncc(Br)c1C(=O)N/N=C/c1ccc(OS(=O)(=O)c2ccccc2)cc1 | -2 | 17 | -1 | 0.2 | 89 | 0 | 0 | 96 | 0 | 4 | 3
COC(=O)c1ccc(C(=O)OC)c(NS(=O)(=O)c2ccc(NC(C)=O)cc2)c1 | -5 | 14 | -2 | 0.4 | 99 | -3 | -4 | 98 | -3 | 9 | 3
COc1ccccc1-n1c(C)nnc1SCC(=O)Nc1cc(C)cc(C)c1 | -2 | 16 | -3 | 0.8 | 103 | -2 | -1 | 103 | 2 | 22 | 3
O=C(NCc1ccccc1)c1cccc(OCC(=O)N2CCN(C(=O)c3ccco3)CC2)c1 | -7 | 52 | -1 | 0.6 | 101 | 0 | -16 | 100 | -9 | 9 | 2
CCC1CCCCN1CCCNC(=O)COc1cc(=O)n(C)c2ccccc12 (stereo unspecified) | -9 | 15 | -4 | 0.3 | 95 | 2 | -11 | 98 | -11 | 7 | 11
OCC1(Cc2ccc(Cl)cc2)CCN(CC2CC=CCC2)CC1 (stereo unspecified) | -5 | 14 | 0 | 0.0 | 103 | -2 | -3 | 102 | -2 | 3 | 3
Cc1ccc(C)c(SCC(=O)Nc2cccc(S(=O)(=O)NC3=NCCCCC3)c2)c1 | 3 | 6 | 1 | 0.3 | 105 | 1 | -3 | 100 | 0 | 6 | -2
O=c1[nH]c(N2CCOCC2)nc2ncn(Cc3ccccc3)c12 | 0 | 17 | 4 | 0.4 | 103 | -2 | -1 | 104 | -3 | 11 | 2
Cc1cc(C)n(-c2nc3ccccc3nc2Nc2ccc3c(c2)OCO3)n1 | -6 | 15 | -5 | 1.0 | 91 | 0 | -7 | 90 | 0 | 26 | 13
FC(F)(F)c1ccc2c(c1)[nH]c(=S)n2C1CC1 | -29 | 15 | -4 | -0.3 | 109 | 0 | 9 | 119 | -3 | 15 | 3
Cc1cccc(NC(NC(=O)Cc2ccccc2)C(Cl)(Cl)Cl)c1 (stereo unspecified) | -11 | 18 | -7 | 0.4 | 102 | -4 | -7 | 102 | -4 | 12 | 1
O=C1CCCC2=C1C(c1ccc(Cl)cc1)n1c(s/c(=C\c3ccc4ccncc4c3)c1=O)=N2 (stereo unspecified) | 0 | 14 | 2 | -0.7 | 98 | 0 | -2 | 94 | -4 | 14 | -5
COc1cccc(NS(=O)(=O)c2c(C)cc(C)cc2C)c1 | -5 | 15 | 0 | 1.0 | 97 | 1 | -4 | 101 | -9 | 11 | 5
N=c1sccn1CC(=O)Nc1ccccc1Oc1ccccc1 | -5 | 31 | 4 | 0.6 | 100 | -1 | -10 | 103 | -10 | 10 | 0
Cc1ccc(C(=O)NN2C(=O)/C(=C/c3cccn3C)SC2=S)cc1 | -4 | 5 | -1 | -0.4 | 106 | 2 | 0 | 104 | 2 | 3 | -2
Cc1ccc(NC(=S)N(N)CCO)cc1 | -5 | 12 | 1 | -0.1 | 101 | 0 | -4 | 100 | 0 | 10 | -3
COC(=O)c1ccc(COc2ccc(/C=N/N3CCN(C)CC3)cc2)cc1 | -1 | 12 | -2 | -0.5 | 101 | 0 | -4 | ? | -1 | 9 | 0
COc1ccc(NC(=O)CNCCC2=CCCCC2)cc1 | -7 | 41 | -5 | 0.7 | 100 | -2 | -14 | 97 | -11 | 15 | 2
CN1C(=O)CC(N2CCC(C(N)=O)CC2)C1=O (stereo unspecified) | 5 | 22 | 5 | 1.3 | 93 | 0 | 6 | 93 | 6 | 16 | 1

Next part.
SMILES | Bim-Bcl-B | GSH bead fluor | Bim-Bcl-XL | ABCB1 inh | RGS4-Gao reg | Bcl-W Bim block | Bfl-1 Bim block | RGS7-Gao reg | Bcl-2 Bim block | Avidin bead fluor | ABCG2 inh
CSc1ccccc1NC(=O)c1ccccc1N(Cc1ccccc1)S(C)(=O)=O | 1 | 20 | -1 | 0.2 | 96 | -1 | -1 | 99 | -3 | 39 | 1
CCCCCC(O)c1cccc(OCc2ccc3ccccc3n2)c1 (stereo unspecified) | -1 | 20 | -3 | -0.2 | 99 | -2 | 1 | 102 | 1 | 10 | 1
CCOc1cccc2sc(N(CCN(CC)CC)C(=O)c3ccc(S(=O)(=O)N4CCCCC4)cc3)nc12 | -2 | 72 | -2 | 8.1 | 98 | 0 | -1 | 100 | -3 | 12 | 4
CCOC(=O)C1=C(C)OC(N)=C(C#N)C1c1c(C)nn(-c2ccc(C)cc2)c1Cl (stereo unspecified) | -7 | 9 | 1 | 0.7 | 102 | 0 | 1 | 99 | 0 | 9 | 0
CC1(C)CC(=O)C2=C(C1)OC(N)=C([N+](=O)[O-])C2c1cccs1 (stereo unspecified) | -3 | 5 | -5 | 0.4 | 101 | -2 | -2 | 100 | -4 | 2 | 0
O=C(O)CSCC(=O)N1CCCCC1 | -4 | 56 | -7 | -0.2 | 105 | -6 | -16 | 100 | -5 | 9 | 0
CCc1cccc(C)c1NC(=S)NCC(c1cccnc1)N(C)C (stereo unspecified) | -6 | 10 | -3 | 0.4 | 100 | -2 | 0 | 95 | -1 | 13 | 0
CC(Cc1cccs1)NC(=S)Nc1ccc(F)cc1 (stereo unspecified) | -4 | 4 | -4 | 0.1 | 101 | -1 | 0 | 97 | 0 | 15 | 0
CCC1(CC)C(=O)C(C)(C)C(=O)OC1c1ccccn1 (stereo unspecified) | -4 | 19 | -2 | 0.2 | 101 | -1 | -1 | 100 | -2 | 37 | 1
N#C/C(=N\Nc1ccccc1[N+](=O)[O-])C(=N)N1CCCCC1 | -7 | 9 | -12 | 0.2 | 104 | -6 | -2 | 105 | -5 | 24 | 3
O=C1c2ccc3c4c(ccc(c24)C(=O)N1Cc1cccnc1)C(=O)N(Cc1cccnc1)C3=O | -4 | 25 | -6 | 1.9 | 96 | -2 | -17 | 99 | -8 | 40 | 18
CC(OC(=O)c1ccc2c(=O)n3c(nc2c1)CCCCC3)C(=O)Nc1ccc(F)cc1Cl (stereo unspecified) | -1 | 5 | 0 | 1.5 | 102 | -2 | 0 | 107 | 4 | 10 | 4
COc1ccc(NC(=S)N2CCC(C(=O)c3ccc(F)cc3)CC2)c(OC)c1 | -5 | 18 | -1 | 1.2 | 100 | -3 | 0 | 106 | -3 | 7 | 14
COCCn1nnnc1C(c1cccs1)N1CCN(c2cccc(C(F)(F)F)c2)CC1 (stereo unspecified) | 1 | 13 | -1 | 0.1 | 103 | 0 | -2 | 105 | 0 | 45 | 2
CCOc1ccc(CCNC(=O)CCc2nc(-c3ccc(C)cc3)no2)cc1OCC | -11 | 19 | -7 | 2.1 | 102 | -7 | -19 | 100 | -12 | 31 | 60
CCOC(=O)C1=NN(c2ccccc2C)C2=NC(C)=C(C(=O)OC)C(c3cccc(OC)c3)N12 (stereo unspecified) | -7 | 9 | -5 | 0.0 | 100 | -4 | 0 | 99 | -1 | 3 | -1
CNC(=O)c1sc2nc(-c3ccc(OC)cc3)cn2c1C | -1 | 15 | -2 | 0.7 | 103 | 0 | -5 | 101 | -3 | 7 | 3
C=CCNc1oc(-c2cccs2)nc1C#N | -5 | 19 | -4 | 0.2 | 99 | 0 | -1 | 100 | -4 | 37 | 3
O=C(NCc1cn2ccsc2n1)c1cccc(C(F)(F)F)c1 | -10 | 35 | -6 | 1.4 | 105 | -1 | -21 | 102 | -12 | 13 | 14
CCOC(=O)c1noc(C)c1C(=O)Nc1nc(C)cc(C)n1 | -9 | 11 | 0 | 0.1 | 102 | -1 | -9 | 101 | -3 | 27 | 0
CC(C(=O)Nc1cccc(S(=O)(=O)N2CCOCC2)c1)N1CCN(c2ccc(F)cc2)CC1 (stereo unspecified) | 0 | 10 | -3 | 0.5 | 100 | -2 | -4 | 100 | -4 | 6 | 1
CCC(CC)c1nnc(NC(=O)C2CC(=O)N(c3ccc4c(c3)OCCO4)C2)s1 (stereo unspecified) | -9 | 17 | -3 | 0.2 | 101 | -5 | -17 | 100 | -10 | 18 | 7
CC(C)(O)C(=O)NN(C(=O)c1ccccc1)c1cccc(Br)c1 | -14 | 22 | -7 | 0.2 | 95 | -2 | -15 | 93 | -8 | 20 | -2
COc1ccccc1NC(=O)COc1ccc(C(=O)NC2CCCc3ccccc32)cc1OC (stereo unspecified) | -7 | 24 | 1 | 2.6 | 104 | 0 | -1 | 107 | -5 | 4 | 13
CC(=O)Nc1ccccc1-c1nc2ccc(C(=O)N3CCN(c4ccccc4)CC3)cc2[nH]c1=O | -5 | 14 | -3 | 0.4 | 101 | 0 | -10 | 98 | -7 | 6 | 1
COCCCNC(=O)c1cccc(NC(=O)c2ccccc2)c1 | -5 | 6 | -2 | -0.2 | 99 | -2 | 0 | 89 | 0 | 9 | 0
CSC1=NCCN1C(=O)Cc1ccc(Cl)cc1 | -5 | 21 | -6 | 0.2 | 99 | 0 | -7 | 100 | -3 | 8 | 3
CCOc1ccc2ccccc2c1C(=O)N1CCOCC1 | -1 | 29 | 0 | 2.5 | 100 | 2 | -9 | 102 | 0 | 10 | 7
COc1ccc(NC(=O)CN2CCCCC2)c([N+](=O)[O-])c1 | -8 | 29 | -17 | 0.8 | 107 | -1 | -8 | 104 | -10 | 11 | 13
CC(C)CCn1c(SCC(=O)N2CC(=O)Nc3ccccc32)nc2scc(-c3cccs3)c2c1=O | -4 | 7 | -2 | 0.3 | 84 | -1 | -2 | 100 | 1 | 10 | 1

ABCB1 inh: what is marked active above.
SMILES | Bim-Bcl-B | GSH bead fluor | Bim-Bcl-XL | ABCB1 inh | RGS4-Gao reg | Bcl-W Bim block | Bfl-1 Bim block | RGS7-Gao reg | Bcl-2 Bim block | Avidin bead fluor
COC(=O)[C@@H]1CC[C@H](C)[C@@H](c2ccc(C)cc2)N1C(=O)c1ccc(/C=N/O[C@@H](C)c2cn([C@H](CO)Cc3ccccc3)nn2)cc1 | -4 | 18 | -1 | 42* | 102 | 0 | 1 | 100 | -1 | 13

3 compounds from above, ordered by their value in Bcl-W Bim block, lowest first:
| SMILES | Bcl-W Bim block |
| --- | --- |
| O=C(O)CSCC(=O)N1CCCCC1 | -6 |
| CC(C(=O)Nc1cccc(S(=O)(=O)N2CCOCC2)c1)N1CCN(c2ccc(F)cc2)CC1 (stereo unspecified) | -2 |
| COc1ccccc1NC(=O)COc1ccc(C(=O)NC2CCCc3ccccc32)cc1OC (stereo unspecified) | 0 |

Screening data (PubChem)
